# Compound activity (PubChem BioAssay)
# NPC1 prom act: NPC1 promoter activation. hit rate 2.4% among 320,000. Potency, µM (top dose mostly 9.22 µM), for the others: top-dose activation, most hits filed as activators. Huh7 NPC1 promoter luciferase reporter, 24 h. AID 485313;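 further: % of control where 0% means no effect; nearly all actives have a fitted effect of over 60% in size; reporter is driven by a mutant NPC1 promoter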
#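 Luciferase expression driven by the NPC1 promoter was measured in stably transfected Huh7 cells after a 24 h compound incubation, using a luciferase reagent and a luminescence read.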
# p53 reactivation: mutant p53 re-activation in reporter cells; Potency, µM (top dose mostly 92.2 µM), for inactives: top-dose activity change, positive = activation, usual class: activators; hit rate 0.063% among 320,000; H1299 p53-A138V BP100-luciferase reporter, luminescence, 24 h; further: % of control where 0% means no effect; nearly all actives have a fitted effect of over 45% in size
#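 H1299 (p53-null), stable ts p53-A138V + BP100-Luc; 1000 cells/well, Opti-MEM/10% FBS; cpd 4 pt, 1:5; 24 h, 37 deg C, 5% CO2; detection reagent 10 min RT; luminescence.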
# BRCA1 expr up: increases BRCA1 expression; MCF7-BRCA1-FFLuc reporter, luminescence, 48 h; response scale: scaled: vehicle 0%, 10 µM genistein 100%; Potency, µM (doses to about 46.1 µM), without a hit: at the highest dose activation, actives largely listed as activators; hit rate 1.1% among 380,000; further: nearly all actives have a fitted effect of over 80% in size; some results filed as inactive show a strong effect at the top dose
#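 Reporter cells (MCF7, BRCA1 promoter-firefly luciferase) received library compounds across a concentration series for 48 h. End-point luminescence was measured and concentration-effect curves derived after normalization.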
# uPA surface inh: blocks generation of uPA at the cell surface. cell surface uPA generation assay, qHTS. Potency, µM (titrated, usually from 38.3 µM), for the others: at the top dose activity change, negative = inhibition, hits mostly inhibitors. hit rate 0.31% among 330,000. AID 540303; active means well fitted inhibition curve with a large enough effect; inconclusive means small, poorly fitted or top-dose-only effect; inactive means no such curve, though single readings can be large or run the other way; tested in mouse RAW 264.7 cells; further: on the % scale 0 is the no-effect control and ±100 the full control effect; nearly all actives have a fitted effect of over 55% in size
# Rab9 prom act: activates the Rab9 promoter | Huh7 Rab9 promoter-luciferase reporter, luminescence, 24 h | Potency, µM (series often up to 9.22 µM), for inactives: at the top dose activation, negative = inhibition, most hits filed as activators | hit rate 2.8% among 320,000 | AID 485297; further: % of control where 0% means no effect; nearly all actives have a fitted effect of over 60% in size
#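 Stable Rab9-luc Huh7, 1500 cells/well, 2 h settle; cmpd in DMSO, 24 h, 37 °C/5% CO2; luciferase reagent 10 min RT; luminescence.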
# MBNL1 CUG block: blocks human MBNL1 binding to CUG repeat RNA. Q9NR56. TR-FRET MBNL1-His/biotin-(CUG)12 binding, 665/545 ratio. Potency, µM (highest dose often 57.5 µM), for the others: top-dose activity change, negative = inhibition, most hits filed as inhibitors. hit rate 0.036% among 280,000; active means well fitted inhibition curve with a large enough effect in the signal ratio, with a control signal flat, not every such curve was filed as active; inconclusive means small, poorly fitted or top-dose-only effect, or effect the other way, or a change in a side signal; inactive means no such curve, though single readings can be large or run the other way; the % refers to the signal ratio; further: on the % scale 0 is the no-effect control and ±100 the full control effect
# Target sequence (Q9NR56 whole entry, looked up): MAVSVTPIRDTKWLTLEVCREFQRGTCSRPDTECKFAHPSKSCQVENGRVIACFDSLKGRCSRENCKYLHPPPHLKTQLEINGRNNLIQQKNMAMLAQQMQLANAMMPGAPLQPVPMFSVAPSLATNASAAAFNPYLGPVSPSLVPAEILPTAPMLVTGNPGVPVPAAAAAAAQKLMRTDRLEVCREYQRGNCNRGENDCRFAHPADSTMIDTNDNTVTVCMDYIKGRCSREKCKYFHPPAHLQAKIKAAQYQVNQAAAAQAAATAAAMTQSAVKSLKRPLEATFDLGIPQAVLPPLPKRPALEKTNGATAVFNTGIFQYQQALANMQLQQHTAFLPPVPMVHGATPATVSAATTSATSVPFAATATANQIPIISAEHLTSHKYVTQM
#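 TR-FRET between His-tagged MBNL1 and biotin-(CUG)12 RNA, detected with Tb anti-His antibody (0.055 ng/ul) and streptavidin-XL665 (5 nM), 60 min at room temperature. Compounds titrated 92 nM to 58 uM; 665/545 nm ratio normalized to buffer and complex controls.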
# ELG1 genotoxic: genotoxicity induction in ELG1-luciferase HEK293T cells | AID 504466 | hit rate 1.3% among 330,000 | Potency, µM (top dose mostly 46 µM), inactives show at the highest dose activity change, positive = activation, most hits filed as activators | HEK293T ELG1-luciferase reporter, luminescence, 16 h; further: % of control where 0% means no effect; nearly all actives have a fitted effect of over 60% in size
#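 After overnight (16 hr) compound treatment at 37 °C, ELG1-luciferase HEK293T cells were lysed with ONE-Glo; luminescence quantified 30 min later at room temperature.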
# VP16 counter: Gal4-VP16 reporter inhibition counter-screen | Potency, µM (top dose mostly 53.6 µM), without a hit: at the top dose activity, negative = inhibition, hits mostly inhibitors | Drosophila S2 Gal4-VP16 UAS-luciferase, luminescence, 20 h | hit rate 3.5% among 310,000;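 further: Gal4-VP16 expression switched on by copper sulfate through the metallothionein promoter; on the % scale 0 is the no-effect control and ±100 the full control effect; nearly all actives have a fitted effect of over 50% in size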
# RORg inh: inhibitors of mouse ROR gamma transcriptional activity. Drosophila S2 Gal4-RORgamma UAS-luciferase reporter, 20 h. hit rate 5.4% among 310,000. Potency, µM (series often up to 53.6 µM), without a hit: at the highest dose activity change, negative = inhibition, usual class: inhibitors. P51450. AID 2551; further: on the % scale 0 is the no-effect control and ±100 the full control effect; nearly all actives have a fitted effect of over 60% in size
#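 Stably transfected Drosophila Schneider cells are the test system, with ROR gamma fused to Gal4 and luciferase under UAS control; luminescence is read after 20 hr of 700 uM copper sulfate induction at ambient temperature.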
# FLuc counter: counter-screen for miR-21 project: firefly luciferase inhibitors or activators; purified FLuc, Km substrates, luminescence inhibition; Potency, µM (series often up to 57.5 µM), for inactives: at the highest dose activity change, negative = inhibition, most hits filed as inhibitors; hit rate 6.9% among 360,000; AID 588342;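 further: plate controls were vehicle for no effect and reference inhibitor for full effect; nearly all actives have a fitted effect of over 55% in size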
# Target sequence (P08659 whole entry, looked up): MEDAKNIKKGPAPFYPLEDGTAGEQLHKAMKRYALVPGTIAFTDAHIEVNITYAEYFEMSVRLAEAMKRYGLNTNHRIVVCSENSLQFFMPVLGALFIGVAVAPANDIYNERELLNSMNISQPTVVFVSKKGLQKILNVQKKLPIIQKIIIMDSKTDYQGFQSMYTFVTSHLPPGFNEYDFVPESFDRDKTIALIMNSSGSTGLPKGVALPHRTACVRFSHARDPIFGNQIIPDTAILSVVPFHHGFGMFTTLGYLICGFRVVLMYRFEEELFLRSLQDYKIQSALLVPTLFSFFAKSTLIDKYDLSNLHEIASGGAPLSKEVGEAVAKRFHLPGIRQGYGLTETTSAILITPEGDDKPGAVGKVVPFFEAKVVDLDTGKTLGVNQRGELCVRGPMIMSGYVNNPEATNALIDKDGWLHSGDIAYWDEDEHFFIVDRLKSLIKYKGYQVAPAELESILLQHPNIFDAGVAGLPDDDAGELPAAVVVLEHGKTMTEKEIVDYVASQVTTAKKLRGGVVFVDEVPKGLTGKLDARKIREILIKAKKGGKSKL
#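 Purified P. pyralis luciferase (10nM final) with 10uM D-luciferin and 10uM ATP (Km levels) in 50mM Tris acetate pH 7.5, 10mM Mg acetate, 0.01% Tween-20, 0.05% BSA; qHTS 6-point titration, ~60 µM downward; luminescence read.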
# * = called active by the depositor; ? = inconclusive; / = no result given; & = joins results of further samples; [ ] = remark or other dose. Unless noted, the call rests on the fitted dose curve; in most records, active means well fitted curve in the direction sought with a large enough effect; inconclusive means small, poorly fitted or top-dose-only effect, or another doubt; inactive means no such curve, though single readings can be large; an effect the other way counts as inactive or inconclusive. Potency means the concentration at half of the fitted maximal effect.
no.	SMILES	MBNL1 CUG block	VP16 counter	Rab9 prom act	NPC1 prom act	FLuc counter	RORg inh	uPA surface inh	p53 reactivation	ELG1 genotoxic	BRCA1 expr up
1	C=C(C)Cn1c(SCC(=O)O)nc2c1c(=O)[nH]c(=O)n2C	0.2%	-9.9%	-4.2%	-2.5%	4.4%	-0.5%	1.6%	-4.6%	-2.5%	38.9%
2	C/C(=N\NC(=O)CN(c1ccccc1Br)S(C)(=O)=O)c1ccc2c(c1)OCCO2	-19.0%	-2.8%	1.0%	-1.2%	0.7%	9.1%	-25.9%	-6.7%	-0.9%	-26.7%
3	CSC(=NC#N)N1CCN(C(c2ccccc2)c2ccccc2)CC1	-0.6%	-5.8%	-0.7%	-1.5%	0.9%	15.3%	?	-4.0%	-4.7%	-11.0%
4	Cc1ccc(-n2nc3c(N4CCC(C(=O)NCCc5ccccc5C)CC4)nnc(C)c3c2C)cc1	30.5%[activator]	?	-6.1%	-20.3%	-1.3%&-4.9%	?	-20.9%	2.7%	8.2%	-34.5%
5	CC(=O)Nc1c(-c2ccccc2)c2cc(Br)ccc2[nH]c1=O	0.7%	-12.2%	-6.0%	0.3%	-2.1%	15.3%	9.3%	/	-4.1%	-5.9%
6	CCOC(=O)COc1coc(CN2CCN(c3ccc(F)cc3)CC2)cc1=O	0.1%	-2.6%	1.5%	1.1%	2.9%	-9.9%	-16.2%	0.3%	4.3%	10.6%
7	Cc1cc(C(=O)OCC(=O)NCc2ccc(Cl)cc2)c(C)o1	-8.7%	-2.4%	15.7%	-1.4%	-6.2%	17.8%	4.3%	-3.2%	-6.8%	-23.6%
8	CSc1nc(C)c2c(c1C#N)CCCC2	-2.6%	-0.5%	-1.6%	0.2%	3.8%	9.7%	-0.2%	-4.8%	3.1%	-1.6%
9	Cc1cc(N2CCN(C)CC2)nc2ccc(NC(=O)CCC(=O)NCCC(C)C)cc12	4.2%	-13.2%[10 µM]	-6.2%	-0.3%	-15.0%	25.5%	-5.9%	2.0%	4.7%	9.1%
10	O=C(CN1CCCCC1)N/N=C/c1cccc(Cl)c1	2.9%	-2.1%	0.6%	-0.9%	1.6%	-11.6%	-2.0%	/	-1.5%	15.7%
11	CCCCNC(=O)CSc1nc2ccccc2c(=O)n1CCNC(C)=O	3.7%	-4.9%	6.0%	-1.3%	0.4%	21.8%	-0.5%	-6.1%	0.7%	0.7%[1.84 µM]
12	CCOc1cc(/C=N/NC(=O)CN2CCOCC2)ccc1OCc1ccc(Cl)cc1	?	-1.9%[0.365 µM]	-5.4%	-2.8%	4.5%	-7.9%	1.2%	-3.1%	-5.6%	-10.5%
13	CN(Cc1ccco1)S(=O)(=O)c1csc(C(N)=O)c1	-10.0%	-12.6%	-1.4%	3.8%	-3.9%	-43.1%	9.2%	-4.0%	-0.6%[9.26 µM]	8.0%
14	Cc1cc(=O)[nH]c(SCC(=O)Nc2ccc(C(=O)O)cc2)n1	-4.9%	10.4%	-3.3%	-1.1%	3.2%	-12.7%	0.5%	-0.6%	1.0%	0.6%
15	COc1ccc2c(CC(=O)N(C)CC3COc4ccccc4O3)coc2c1 (stereo not given)	5.3%	2.8%	-2.2%	3.7%	-6.3%	14.0%	/	-4.9%	3.0%	-10.6%
16	COc1ccc(S(=O)(=O)Nc2ccccc2C(=O)NCc2cccnc2)cc1	2.6%	15.2%	7.8%	0.0%	1.3%	9.6%	-9.6%	4.1%	-0.1%	-34.0%
17	COc1ccc2c(c1)OC[C@H]1[C@@H]2N2C(=O)[C@@H](C)NC(=O)[C@@]2(C)[C@H]1c1ccccc1	/	/	/	/	/	/	5.5%	-0.5%	3.4%	18.0%
18	CC1CCCC(C)N1C(=O)COC(=O)CCC1CCCC1 (stereo not given)	2.1%	2.2%	-1.1%	-1.6%	-0.4%	-7.4%	-4.0%	2.7%	-4.4%	-3.3%
19	CCC(CC)C(=O)N(c1ccc(F)cc1)C1C=CS(=O)(=O)C1 (stereo not given)	-10.0%	-7.7%	-2.7%	-0.3%	-1.6%	-7.8%	3.9%	-4.0%	-0.4%	-12.2%
20	O=C(COC(=O)Cc1ccccc1F)NNC(=O)c1ccc([N+](=O)[O-])cc1	/	/	0.4%	-1.8%	-1.2%	/	2.7%	-0.8%	0.3%	-3.6%
21	COc1ccc(/C(C)=N/OCC(=O)N=Nc2c(O)[nH]c3ccccc23)cc1	-7.6%	?	-0.4%	0.7%	0.9%	6.5%	-9.2%	-10.1%	8.5%	-41.0%
22	Cc1ccc(NC(=O)c2cc(-c3ccco3)nc3ccccc23)cc1S(=O)(=O)N1CCOCC1	/	-12.3%	-3.7%	-11.2%	?	-8.7%	8.9%	-2.9%	-11.2%	0.9%
23	O=C(NC1C2CC3CC(C2)CC1C3)c1ccc(N2CCNCC2)c([N+](=O)[O-])c1 (stereo not given)	/	-5.9%	2.7%	-0.3%	0.5%	17.0%	-5.7%	5.4%	-3.2%	-2.5%
24	O=C(C1CCN(S(=O)(=O)c2cccc3nsnc23)CC1)N1CCN(c2ccccc2F)CC1	?	-0.8%	-1.2%	0.9%	0.1%	35.0%	-4.9%	-0.1%	-7.5%	-8.3%
25	Cc1ccc(-c2nnc(CSc3nnc(COc4cccc5ccccc45)n3-c3ccccc3)o2)cc1	0.4%	-8.9%	-9.2%	-1.6%	-1.9%	9.2%	3.1%	2.0%	-18.6%	-71.1%
26	CCC(=O)c1ccc(OCC(O)CN2C(=O)NC(C)(C)C2=O)cc1 (stereo not given)	-11.8%	-5.4%	-0.2%	-0.5%	0.5%	9.7%	6.1%	-0.1%	1.0%	-8.7%
27	COc1ccc(/C=N/NC(=O)c2cc[n+]([O-])cc2)cc1	?	3.8%	-6.4%	-2.6%	?	-5.2%	3.4%	0.0%	1.9%	10.5%
28	O=C1NC2(CCOc3ccccc32)C(=O)N1CC(=O)N(Cc1ccccc1)C1CCS(=O)(=O)C1 (stereo not given)	4.7%	-0.2%	10.9%	-0.5%	0.9%	2.3%	-5.8%	2.9%	?	6.8%
29	Cc1sc(-c2ccncc2)nc1OC(=O)c1ccc(F)cc1F	/	-0.9%	3.2%	24.5%	1.3%	-6.7%	0.5%	1.3%	0.0%	-27.1%
30	Cn1ncc(Cl)c1C(=O)NC1C2CC3CC(C2)CC1C3 (stereo not given)	-8.8%	0.5%	-9.7%	-2.0%	-0.7%	-11.8%	0.1%	-1.0%	-5.7%	11.0%
31	COC(=O)c1cc(S(=O)(=O)N(C)C2CCCCC2)cn1C	-3.8%	2.0%	-4.5%	-3.7%	-0.4%	-8.9%	-5.9%	-7.3%	2.9%	-17.4%
32	Cc1ccccc1CNC(=O)Cn1ccc2cc(S(=O)(=O)N3CCCCCC3)ccc21	-0.1%	10.6%	0.4%	-2.1%	-13.9%	13.4%	?	8.4%	-4.1%	-35.6%
33	O=C(c1csc2ccccc12)N1CCCCCC1	-5.0%	-6.7%	8.3%	-2.1%	2.3%	?	/	-0.9%	-8.8%	-30.1%
34	O=C(CSCc1ccccc1)N1CCN(c2cccc(C(F)(F)F)c2)CC1	-2.0%	21.2%	1.2%	-4.4%	-4.4%	24.0%	-0.6%	4.9%	-1.8%	-2.4%
35	Cc1ccc(/C=C/C(=O)Oc2ccc(C#N)cc2)o1	4.8%	-1.0%	-3.0%	-1.4%	?	-0.2%	/	7.9%	3.8%	/
36	COc1cccc(C(c2c(N)n(C)c(=O)n(C)c2=O)C(C)[N+](=O)[O-])c1 (stereo not given)	-5.4%	2.1%	1.5%	2.6%	5.9%	0.8%	5.0%	11.4%	-0.2%	-18.6%
37	CCN(CC)CCN(C(=O)c1ccc(S(=O)(=O)N2CCCCC2)cc1)c1nc2cc3c(cc2s1)OCO3	-0.8%	-8.5%	-2.5%	-1.1%	-1.4%	0.8%	3.1%	-0.2%	-3.2%	-4.8%
38	COc1cc(/C=C/C(=O)O)cc(S(=O)(=O)NCC2CCCO2)c1OC (stereo not given)	-2.7%	1.8%	-5.6%	-1.3%	-0.1%	-18.4%	5.6%	2.8%	-2.8%	-3.5%
39	COc1cc2c(cc1OC)C1(C)N(CC2)C(C(C)=O)=NN1c1ccc(Cl)cc1 (stereo not given)	-2.9%	-1.9%	-0.3%	-4.0%	1.1%	11.5%	-0.7%	-5.6%	-4.7%	-22.4%
40	COc1ccccc1NC(=O)C1=C(C)NC2=C(C(=O)CC(c3ccc(OC)c(OC)c3)C2)C1c1coc2ccccc2c1=O (stereo not given)	15.0%	-0.6%	-1.9%	-4.5%	-8.3%	?	7.0%	-1.8%	-7.7%	-61.0%
41	Cn1cccc1Cc1nnc(SCC(=O)NCc2ccco2)n1-c1ccc(F)cc1	6.0%	5.9%	-5.7%	-0.4%	12.4%	-0.3%	/	-5.9%	-1.0%	7.2%
42	CCOC(=O)CNC(=O)CSc1nnc(-c2ccccc2OC)n1CC	-6.2%	-1.6%	1.5%	3.6%	2.3%	-8.8%	0.6%	-8.8%	-0.1%	4.9%
43	CC(=O)c1nn(-c2cccc(Cl)c2)cc1C(=O)c1ccco1	1.9%	-4.4%	-10.9%	0.5%	1.0%	7.8%	-1.8%	11.2%	1.6%	-27.3%

# Outcome played no part in choosing rows. About 13% of those tested had a hit in this group.
